# From PubChem BioAssay
# WT yeast gro inh = growth inhibition of WT yeast, mitochondrial fusion screen; inhibition, % at 10 µM; mitochondrial fusion phenotypic screen, WT strain; 2.1% of 190,000 active; in the data active = inhibition above about 58%; tested in S. cerevisiae
# TNAP activators = stimulation of alkaline phosphatase TNAP activity – biochemical, luminescent, no phosphate acceptor, uHTS, primary screen (AID 1001) | purified TNAP, luminescent activation assay, no phosphate acceptor; higher activation fold means a stronger effect | 0.03% of 200,000 active | activation fold at 20 µM, or EC50 in µM where a hit was titrated; in the data active = activation fold from about 3, or a potency from the dose series; inactive = the rest, 99 in 100 with activation fold below about 1.6; note: many of its hits are not listed in these tables
# RSV CPE inhibition = RSV antiviral activity via CPE protection, HEp-2 cells, primary 10 µM value included (AID 2391); HEp-2 cells, RSV-induced CPE inhibition; higher % means a stronger effect; 0.13% of 310,000 active; CPE inhibition, % at 10 µM; hits with a dose series show IC50 in µM; in the data active = a potency from the dose series; inconclusive = CPE inhibition mostly from about 23% at the one dose, without a potency; inactive = the rest, 99 in 100 with CPE inhibition below about 21%; note: strong numbers were not always called active
# SIAH1 antagonists = blockers of Siah-1 interaction with plectin peptide – biochemical, fluorescence polarization, rhodamine-plectin, uHTS, primary screen (AID 1817); Siah-1 / rhodamine-plectin peptide fluorescence polarization; higher % means a stronger effect; displacement, % at 20 µM, or IC50 in µM where a hit was titrated; 0.02% of 290,000 active;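 active = displacement of at least 50% at 20 µM, with a fluorescence ratio check between 0.3 and a set limit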;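 note: plate controls were Siah plus tracer with DMSO for no effect and tracer alone without Siah for full effect; strong numbers were not always called active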
# Myeloid diff MLP = myeloid differentiation induction; ER-HoxA9 myeloid progenitors, lysozyme-GFP differentiation, flow cytometry; calls only at 10 µM; 1% of 360,000 active;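 active = normalized GFP-positive differentiation at or above the plate's own cutoff, the solvent-only control mean plus 3 SD; inconclusive = no clear call, values can overlap the other calls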;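 note: cells exposed to compound for four days before flow analysis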
# human PMI inhibition = MPI enzyme activity inhibition – biochemical, fluorescence intensity, coupled assay, primary screen (AID 1209); purified PMI enzyme, coupled fluorescence intensity; higher % means a stronger effect; inhibition, % at 20 µM; hits with a dose series show IC50 in µM; 0.42% of 190,000 active;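 note: plate controls were DMSO vehicle for no effect and wells lacking substrate for full effect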
# PhoP inhibition = inhibitors of PhoP regulon expression, primary screen, Salmonella Typhimurium, GFP reporter (AID 1863). S. Typhimurium PhoP-regulated promoter GFP reporter, 4 h; higher % means a stronger effect. inhibition, % at 50 µM; hits with a dose series show IC50 in µM. 0.16% of 300,000 active;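 active = inhibition over 29.93%, a cutoff 3 SD above the screen mean, later confirmed by dose response; inconclusive = inhibition over 29.93% but no dose response follow-up; inactive = inhibition at most 29.93% or unconfirmed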;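 note: 0% = low Mg2+ inducing control and 100% = high Mg2+ repressing control; strong numbers were not always called active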
# XIAP antagonists = small molecules displacing peptide from XIAP – biochemical, IAP family, fluorescence polarization (AID 1018); XIAP BIR domain, fluorescence polarization peptide displacement; higher % means a stronger effect; displacement, % at 20 µM; hits with a dose series show IC50 in µM; 0.007% of 200,000 active; in the data active = displacement above about 50%; note: a part of the inactive calls stands beside numbers as strong as those of hits
# human PMI inhibitors = human PMI inhibitors, high substrate, primary screen, biochemical, fluorescence intensity, high mannose 6-phosphate (AID 1220); recombinant PMI enzyme, coupled fluorescence intensity; higher % means a stronger effect; one-dose inhibition, % at 20 µM; IC50 in µM for titrated hits; 0.66% of 190,000 active
# WT yeast gro inh mutant strain = recorded beside WT yeast gro inh, whose call it bears; inhibition, %; mitochondrial fusion phenotypic screen, mutant strain inhibition
# Myeloid diff MLP GFP+ MAC1+ % = recorded beside Myeloid diff MLP, whose call it bears; GFP+ MAC1+ double positive, %; measured here: differentiation confirmed by MAC1 staining
# Active calls of the source: *; i = inactive; ? = inconclusive; nt = not tested or not shown. Cut-off read from the data, not from the text of the source, unless noted: active = inhibition above about 50%; inactive = the rest.
# Start of the data: the first 4 records, to show the layout:
structure	PhoP inhibition	human PMI inhibition	RSV CPE inhibition	human PMI inhibitors	SIAH1 antagonists	WT yeast gro inh mutant strain	WT yeast gro inh	Myeloid diff MLP GFP+ MAC1+ %	XIAP antagonists	TNAP activators	Myeloid diff MLP
Cc1ccc(-n2nnc(-c3cc4ccccc4nc3Cl)n2)cc1	-5%	-31%	1.6%	-20%	-5%	8	17	1.8	-5.7%	1.1	i
Cc1cc(C)cc(CSc2nnc(C)c(=O)[nH]2)c1	-28%	9%	1.2%	3%	-1%	-21	-6	1.1	-2.2%	1.1	i
CC(=O)Cc1nsc(NC(=O)c2ccc(-c3ccc(F)cc3)o2)n1	5%	-5%	6.4%	-8%	-3%	1	22	0.2	-5.4%	1.1	i
Cc1ccc(S(=O)(=O)N2CCCCC2)cc1C(=O)Nc1ccc(S(=O)(=O)Nc2ncccn2)cc1	7%	nt	4.2%	nt	11%	nt	nt	0.4	nt	nt	i

# Results, from the start:
structure	PhoP inhibition	human PMI inhibition	RSV CPE inhibition	human PMI inhibitors	SIAH1 antagonists	WT yeast gro inh mutant strain	WT yeast gro inh	Myeloid diff MLP GFP+ MAC1+ %	XIAP antagonists	TNAP activators	Myeloid diff MLP
Cc1ccc(-n2nnc(-c3cc4ccccc4nc3Cl)n2)cc1	-5%	-31%	1.6%	-20%	-5%	8	17	1.8	-5.7%	1.1	i
Cc1cc(C)cc(CSc2nnc(C)c(=O)[nH]2)c1	-28%	9%	1.2%	3%	-1%	-21	-6	1.1	-2.2%	1.1	i
CC(=O)Cc1nsc(NC(=O)c2ccc(-c3ccc(F)cc3)o2)n1	5%	-5%	6.4%	-8%	-3%	1	22	0.2	-5.4%	1.1	i
Cc1ccc(S(=O)(=O)N2CCCCC2)cc1C(=O)Nc1ccc(S(=O)(=O)Nc2ncccn2)cc1	7%	nt	4.2%	nt	11%	nt	nt	0.4	nt	nt	i
CCc1nnc(NS(=O)(=O)c2ccc(N/C=C/C(=O)c3ccc(OC)cc3)cc2)s1	nt	1%	1.8%	0%	-3%	-6	-5	0.6	-6.7%	1	i
c1ccc(-c2nnc3n2N=C(c2ccc4c(c2)OCO4)CS3)nc1	2%	3%	-2.7%	8%	2%	8	-1	7.3	-0.7%	1	i
CN1/C(=C\C(=O)CSc2ncn[nH]2)C(C)(C)c2ccccc21	13%	50%	0.2%	2%	10%	6	12	0.3	-7.9%	1.1	i
Cc1ccc(N2C(=O)N(CC(=O)Nc3ccccc3C)C(=O)C2C)cc1 (stereo unspecified)	-7%	nt	1.0%	nt	12%	nt	nt	0.9	nt	nt	i
Cn1cc(CNCc2cn[nH]c2-c2ccc(F)cc2)c(-c2ccc3c(c2)OCCO3)n1	6%	0%	-0.8%	2%	4%	-24	-20	0.1	-2.6%	0.9	i
COc1ccc(C(=O)CC(=O)C(=O)Nc2cc([N+](=O)[O-])ccc2OC)cc1	12%	nt	4.4%	nt	0%	nt	nt	0.4	nt	nt	i
c1coc(CNc2ncnc3sc4c(c23)CCCCC4)c1	7%	-6%	-0.3%	4%	0%	4	9	0.5	-7.5%	1.2	i
CC(C)OC(=O)CSc1nc2ccccc2s1	2%	7%	1.6%	3%	-5%	16	10	0.1	-0.4%	1.1	i

# (further entries)
structure	PhoP inhibition	human PMI inhibition	RSV CPE inhibition	human PMI inhibitors	SIAH1 antagonists	WT yeast gro inh mutant strain	WT yeast gro inh	Myeloid diff MLP GFP+ MAC1+ %	XIAP antagonists	TNAP activators	Myeloid diff MLP
Cc1cccc(NC(=O)C2CCCN(C(=O)NCc3ccccc3)C2)c1C (stereo unspecified)	5%	nt	0.1%	nt	6%	nt	nt	0.7	nt	nt	i
O=C(O)c1ccc(N/N=C/c2cc3ccccc3nc2Cl)cc1	-4%	nt	-0.7%	nt	-4%	nt	nt	0.9	nt	nt	i
Cc1ccc(NC(=O)CSc2cccc3cccnc23)c(C)c1	21%	nt	0.5%	nt	0%	nt	nt	0.2	nt	nt	i
O=C(CNS(=O)(=O)c1ccc(F)cc1)Nc1ccccc1	-1%	nt	0.9%	nt	0%	nt	nt	0.9	nt	nt	i
COc1ccc(C(=O)Nc2cccc(/C=C/c3nc4ccccc4c(=O)[nH]3)c2)cc1	-8%	nt	-1.5%	nt	4%	nt	nt	0.6	nt	nt	i
Cc1cccc(NC(=O)CN(c2ccc(C(C)C)cc2)S(=O)(=O)c2c(C)nn(C)c2C)n1	9%	7%	3.1%	1%	1%	5	10	2.6	-3.3%	1.2	i
CC(=O)NN1C(=O)c2ccccc2NC1c1ccoc1 (stereo unspecified)	-6%	-3%	3.6%	-2%	2%	5	8	0.2	-8.2%	1.1	i
CCc1cccc(NC(=O)CCS(=O)(=O)c2ccc3c(c2)NC(=O)CO3)c1	-2%	nt	1.6%	nt	13%	nt	nt	2.9	nt	nt	i
CCCCC(=O)Nc1ccc2c(c1)nc(CCNC(=O)c1ccco1)n2C	1%	nt	0.2%	nt	-2%	nt	nt	0.7	nt	nt	i
CCOC(=O)C1=C(CSc2nccn2C)NC(=O)NC1c1cc(C)ccc1C (stereo unspecified)	4%	2%	1.2%	-2%	2%	3	-1	3.0	-5.0%	1.1	i
Cc1cc(C)c(NC(=O)CSc2nc3c(c(=O)n2C)SC(C)C3)c(C)c1 (stereo unspecified)	2%	9%	0.8%	12%	4%	1	8	1.3	-3.9%	0.9	i
Cc1cccc(C(=O)NCc2ccc(S(N)(=O)=O)cc2)c1[N+](=O)[O-]	-12%	16%	2.5%	5%	2%	3	-13	0.1	-13%	1	i

# (further entries)
structure	PhoP inhibition	human PMI inhibition	RSV CPE inhibition	human PMI inhibitors	SIAH1 antagonists	WT yeast gro inh mutant strain	WT yeast gro inh	Myeloid diff MLP GFP+ MAC1+ %	XIAP antagonists	TNAP activators	Myeloid diff MLP
CCCCc1c(C)nc2ccc(C)cc2c1SCCC(=O)O	-1%	-48%	1.1%	-49%	0%	0	-18	0.2	6.1%	1.1	i
COC(=O)c1cc2n(n1)CCN(Cc1ccc(C)cc1)C2=O	4%	5%	1.1%	5%	0%	-12	-16	0.9	-5.2%	1	i
C=CCC1(O)CC(c2ccco2)NC(c2ccco2)C1CCC (stereo unspecified)	-4%	-1%	0.5%	-4%	2%	7	-7	1.7	-4.1%	1	i
COc1ccccc1NC(=O)CN1C(=O)NC(C)(C)C1=O	-10%	-1%	0.3%	-4%	-2%	-38	-13	6.1	-3.5%	1.1	i
Cc1cccc(-n2c3nc(=O)[nH]c(=O)c-3cc3c(C)nn(-c4ccccc4)c32)c1C	-9%	6%	2.4%	2%	2%	10	-7	0.3	-1.9%	1.1	i
Cc1cccc(N2CCN(C(=O)c3cccc(N4C(=O)C5CC=CC(C)C5C4=O)c3)CC2)c1C (stereo unspecified)	5%	11%	6.4%	4%	-3%	nt	nt	7.7	-2.8%	0.9	i
COc1ccc(-n2c(=O)cc(N3CCCCCC3)[nH]c2=O)cc1	-3%	-7%	2.5%	6%	-7%	-5	-11	0.7	0.1%	1.1	i
CCc1ccccc1N(CC(=O)NCc1ccco1)C(=O)CCC(=O)Nc1nccs1	11%	nt	0.8%	nt	2%	nt	nt	0.3	nt	nt	i
CSc1ccc(CNCc2ccco2)cc1	12%	nt	1.7%	nt	1%	nt	nt	0.5	nt	nt	i
CC(C)N(C(=O)CSc1nc2ccccc2c(=O)[nH]1)C(C)C	2%	13%	-1.7%	36%	2%	-14	-7	0.3	-2.7%	1.1	i
CCOc1ccccc1CN1CCN(Cc2cc(=O)c3ccccc3[nH]2)CC1CCO (stereo unspecified)	-5%	nt	-0.1%	nt	14%	nt	nt	1.0	nt	nt	i
COc1ccc(C(=O)O/N=C(\N)c2ccc(Br)cc2)cc1	-6%	nt	2.5%	nt	2%	nt	nt	0.5	nt	nt	i

# (more compounds)
structure	PhoP inhibition	human PMI inhibition	RSV CPE inhibition	human PMI inhibitors	SIAH1 antagonists	WT yeast gro inh mutant strain	WT yeast gro inh	Myeloid diff MLP GFP+ MAC1+ %	XIAP antagonists	TNAP activators	Myeloid diff MLP
COc1ccc(CNC(=O)[C@@H](NC(=O)C2CCN(C(=O)[C@@H]3CCCN3C(=O)OC(C)(C)C)CC2)C(C)C)cc1	-16%	nt	-0.8%	nt	3%	nt	nt	3.5	nt	nt	i
Cc1ccc(N2CCN(/N=C/c3ccccc3[N+](=O)[O-])CC2)cc1	3%	0%	22%	2%	-2%	-10	-5	0.7	-2.7%	1	i
CC(=O)c1cccc(N(C(=O)CNC(=O)c2cccs2)C(C(=O)NCC2CCCO2)c2ccccc2)c1 (stereo unspecified)	3%	nt	-0.3%	nt	2%	nt	nt	2.9	nt	nt	i
COc1ccc(S(=O)(=O)N(C)CC(=O)NCc2ccco2)cc1	-3%	9%	2.7%	14%	-1%	4	5	1.0	-6.6%	1.1	i
O=C(Cn1c(-c2cscn2)nc2ccccc21)Nc1ccc(Cl)cc1	8%	-6%	0.6%	-12%	-1%	2	5	1.8	-3.7%	1.1	i
CCn1c(C)nc2cc(C(=O)n3cc(C(=O)c4ccccc4O)cn3)ccc21	7%	1%	nt	-1%	2%	6	-2	nt	-7.7%	1	nt
CS(=O)(=O)N(CC(=O)N1CCN(Cc2ccccc2)CC1)c1ccccc1Br	-6%	nt	9.1%	nt	8%	nt	nt	0.8	nt	nt	i
CCCSC1=C(C#N)C(c2cccs2)C(C(=O)Nc2ccccc2)=C(C)N1 (stereo unspecified)	-3%	-2%	?	-3%	1%	3	24	1.1	-5.3%	1	i
CC(C)Oc1ccc(C(=O)Nc2ccc(N3CCCC3)cc2)cc1	22%	-49%	15%	-79%	-4%	-6	23	1.7	-4.2%	1.1	i
Cc1cccc(NC(=O)c2ccc3c(=O)n(CC4CCCO4)c(=S)[nH]c3c2)c1 (stereo unspecified)	9%	nt	13%	nt	-2%	nt	nt	0.1	nt	nt	i
COc1ccc(NC(=O)N2CCN(c3nc4ccccc4n3C(C)C)CC2)cc1	5%	nt	-0.3%	nt	-3%	-10	-5	0.5	-5.7%	1	i
COc1cc(C(=S)N2CCCC2)ccc1OS(=O)(=O)c1ccc(NC(C)=O)cc1	-3%	25%	1.0%	7%	-7%	11	1	0.5	5.0%	1.1	i

# Remaining list, next part.
structure	PhoP inhibition	human PMI inhibition	RSV CPE inhibition	human PMI inhibitors	SIAH1 antagonists	WT yeast gro inh mutant strain	WT yeast gro inh	Myeloid diff MLP GFP+ MAC1+ %	XIAP antagonists	TNAP activators	Myeloid diff MLP
COc1cc(CC(=O)Nc2ccc(S(=O)(=O)NC3=NCCCCC3)cc2)cc(OC)c1OC	4%	8%	0.3%	11%	-1%	9	-13	0.3	-8.0%	1.1	i
C/C(=N\Nc1cccc2cccnc12)c1ccc(C)cc1	-3%	-64%	9.6%	-109%	-2%	72*	74*	0.4	-5.9%	1.2	i
CC1CCCC(=C\c2ccccc2)/C1=N/O (stereo unspecified)	6%	12%	1.4%	14%	2%	-12	-22	0.3	0.2%	1	i
Cc1cc(C)c(C(=O)COC(=O)c2ccc([N+](=O)[O-])o2)cc1C	1%	-18%	0.2%	17%	-5%	30	30	1.0	-3.7%	1.1	i
O=C(COc1ccccc1)Nc1ccccc1N1CCCCC1	-8%	5%	19%	0%	-2%	15	18	0.4	-3.1%	1.1	i

# Hits appear at their usual frequency; about 3.1% have a hit in one of these screens.
